# Tau fluor cs = counter-screen for tau fibril formation inhibitors; 280,000 compounds, 0.93% hits; AID 1463; tau K18 P301L Alexa594 fluorescence, heparin fibrillization; Potency, µM (series often up to 57.7 µM), for the others: top-dose activity change, negative = decrease; further: nearly all actives have a fitted effect of over 55% in size
#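 Human tau K18 P301L (15 uM unlabeled, 0.24 uM Alexa 594-labeled) in 100 mM sodium acetate pH 7 with 20 uM heparin, 6 hr at 37 C. ThT 30 uM added, 1 hr ambient; Alexa 594 FP and total fluorescence read at 555/632 nm.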
# aGal spleen mod = inhibitors or activators of human alpha-galactosidase in spleen homogenate. P06280. human spleen homogenate, 4MU-alpha-Gal fluorescence, 40 min. Potency, µM (series often up to 80 µM), for the others: at the top dose activity change, negative = inhibition, hits mostly inhibitors. 240,000 compounds, 0.008% hits;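 further: 0% = enzyme with vehicle and -100% = no enzyme basal signal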
#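 Human spleen homogenate (1 ug) was the enzyme source, with 4-methylumbelliferyl-alpha-D-galactopyranoside (1 mM final) in pH 5.0 citrate buffer with 0.01% Tween-20. Compounds were titrated; after 40 min at 37C, NaOH/glycine stop, 4-MU fluorescence read; AC50 from Hill fits.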
# TexasRed fluor = counter-screen for TRb-SRC2 inhibitors: fluorescence interference; TRb/SRC2 Texas Red total fluorescence interference; AID 1479; 280,000 compounds, 0.29% hits; Potency, µM (series often up to 106 µM), for inactives: at the top dose fluorescence change, negative = quenching; active means well fitted curve in either direction with a large enough effect; inconclusive means small, poorly fitted or top-dose-only effect
#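 Human TRβ ligand-binding domain (0.6 uM) and Texas Red SRC2 peptide (20 nM) in Tris buffer with 1 uM T3 and 5% DMSO were incubated with pinned compound for 5 hr at ambient temperature. Total fluorescence was computed as S + 2P (555/632 nm).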
# Tau fibril ThT = tau fibrillization inhibition (ThT binding). Potency, µM (highest dose often 57.4 µM), inactives show top-dose activity, negative = inhibition, actives largely listed as inhibitors. 270,000 compounds, 2.1% hits. recombinant tau K18 P301L, heparin-induced fibrillization, ThT fluorescence. P10636; further: nearly all actives have a fitted effect of over 55% in size
# Target sequence (P10636 561-689 P618L limits assumed): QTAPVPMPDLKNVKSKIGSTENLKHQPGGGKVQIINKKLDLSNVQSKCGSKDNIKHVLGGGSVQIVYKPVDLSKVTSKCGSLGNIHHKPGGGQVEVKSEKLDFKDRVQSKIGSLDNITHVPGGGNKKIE
#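 Tau K18 P301L fragment (15 uM unlabeled plus 0.24 uM Alexa 594-labeled) in 100 mM sodium acetate pH 7 with compound, fibrillization induced by 20 uM heparin for 6 hr at 37 C. Thioflavin T (30 uM) added, fluorescence read after 1 hr (ex 450, em 510 nm).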
# L3MBTL1 inh = L3MBTL1 (human) inhibition | Q9Y468 | AID 485360 | 230,000 compounds, 0.66% hits | Potency, µM (series often up to 57.1 µM), without a hit: top-dose activity, negative = inhibition, actives largely listed as inhibitors | AlphaScreen L3MBTL1–H3K9me1 peptide binding; further: nearly all actives have a fitted effect of over 60% in size
# Target sequence (Q9Y468 whole entry, looked up): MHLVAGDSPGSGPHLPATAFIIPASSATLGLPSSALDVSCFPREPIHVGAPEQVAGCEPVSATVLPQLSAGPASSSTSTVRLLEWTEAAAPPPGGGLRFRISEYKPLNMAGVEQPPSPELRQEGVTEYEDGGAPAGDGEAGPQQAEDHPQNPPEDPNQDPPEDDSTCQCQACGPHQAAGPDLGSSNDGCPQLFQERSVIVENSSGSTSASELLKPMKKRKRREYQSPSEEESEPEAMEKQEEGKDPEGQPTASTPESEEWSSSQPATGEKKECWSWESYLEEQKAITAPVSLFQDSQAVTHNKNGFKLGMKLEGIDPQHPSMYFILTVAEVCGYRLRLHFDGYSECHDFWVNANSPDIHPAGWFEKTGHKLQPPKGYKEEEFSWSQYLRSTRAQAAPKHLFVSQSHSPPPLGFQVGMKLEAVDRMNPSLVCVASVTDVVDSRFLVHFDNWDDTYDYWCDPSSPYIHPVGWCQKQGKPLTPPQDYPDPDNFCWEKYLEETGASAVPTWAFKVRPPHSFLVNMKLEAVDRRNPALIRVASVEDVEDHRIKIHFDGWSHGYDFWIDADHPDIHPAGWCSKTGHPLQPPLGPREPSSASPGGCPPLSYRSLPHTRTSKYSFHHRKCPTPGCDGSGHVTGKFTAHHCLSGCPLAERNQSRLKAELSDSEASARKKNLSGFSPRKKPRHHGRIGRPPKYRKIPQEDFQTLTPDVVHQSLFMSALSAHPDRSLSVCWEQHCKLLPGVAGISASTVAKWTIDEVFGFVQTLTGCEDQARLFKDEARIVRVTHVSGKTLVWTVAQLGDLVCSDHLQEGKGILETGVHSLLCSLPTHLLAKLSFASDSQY
#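 L3MBTL1 (50 nM) pre-complexed 30 min with biotinylated H3(1-15)K9me1 peptide (75 nM), then compounds added for 30 min at room temperature; AlphaScreen streptavidin donor/nickel chelate acceptor beads (10 ug/mL final) read after 30 min dark incubation.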
# TRb SRC2 PPI = inhibitors of human thyroid hormone receptor beta-SRC2 interaction | TRbeta-SRC2 peptide binding, fluorescence polarization; receptor liganded with 1 µM T3 | Potency, µM (series often up to 106 µM), without a hit: top-dose activity change, negative = inhibition, usual class: inhibitors | 280,000 compounds, 0.065% hits;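 further: plate controls were bound peptide for no effect and peptide without receptor for full effect; nearly all actives have a fitted effect of over 50% in size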
#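 Binding of a 20-amino-acid Texas Red SRC2 peptide (20 nM) to TRb ligand-binding domain (0.6 uM) with agonist T3 at 1 uM was followed by fluorescence polarization after a 5 hr room-temperature incubation.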
# Tau FP inhib = inhibitors of human tau fibril formation. 280,000 compounds, 0.39% hits. K18 P301L tau heparin fibrillization, Alexa594 FP, 6 h. Potency, µM (series often up to 57.7 µM), without a hit: top-dose activity, negative = inhibition, actives largely listed as inhibitors. P10636; further: nearly all actives have a fitted effect of over 55% in size
#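 Heparin (20 uM) drove fibril formation of recombinant tau K18 P301L, 15 uM unlabeled with 0.24 uM Alexa 594 label, for 6 hr at 37 C in 100 mM sodium acetate pH 7. Fluorescence polarization (555/632 nm) read 1 hr after 30 uM ThT.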
# ALDH1A1 inh = blocks purified human ALDH1A1 activity; P00352; Purified ALDH1A1, NADH fluorescence, propionaldehyde substrate; Potency, µM (doses to about 75.3 µM), without a hit: at the top dose activity, negative = inhibition, actives largely listed as inhibitors; 220,000 compounds, 7.3% hits; active means well fitted inhibition curve with a large enough effect, not every such curve was filed as active; inconclusive means small, poorly fitted or top-dose-only effect, or another doubt; inactive means no such curve, though single readings can be large or run the other way;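 further: plate controls were no enzyme wells and a reference inhibitor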
# * = called active by the depositor; u = inconclusive; x = no result given; [ ] = remark or other dose. Unless noted, the call rests on the fitted dose curve; in most records, active means well fitted curve in the direction sought with a large enough effect; inconclusive means small, poorly fitted or top-dose-only effect, or another doubt; inactive means no such curve, though single readings can be large; an effect the other way counts as inactive or inconclusive. Unless noted, on the % scale 0 is the no-effect control and ±100 the full control effect; potency means the concentration at half of the fitted maximal effect. Outcome played no part in choosing rows; any-hit rate near 8.5%.
compound,Tau fluor cs,aGal spleen mod,TexasRed fluor,Tau fibril ThT,L3MBTL1 inh,TRb SRC2 PPI,Tau FP inhib,ALDH1A1 inh
Cc1[nH]n(-c2ccccc2)c(=O)c1C1(C(F)(F)F)C(=O)N(c2ccccc2)C2=C1C(=O)CC(C)(C)C2 (stereo unspecified),-21%,7%,-4%,-20%,x,1%,-6%,6%
CCOC(=O)c1c(-c2ccncc2)csc1N,-10%,4%,-5%,-17%,x,4%,-7%,u
CC1(C)Cc2c(C#N)c(SCC(=O)c3ccccc3)nc(N3CCOCC3)c2CS1,-21%,-7%,-1%,-11%,-12%,-12%,5%,13µM*
Cc1cc(C)c2[nH]c(O)c(N=NC(=O)c3cc4c(s3)CCCC4)c2c1,12%,3%,-5%,18%,1%,-6%,1%,-5%
Cc1cc(C)n(CCn2nc(C)cc2C)n1,8%,14%,-4%,3%,-5%,1%,0%,-4%
Cn1c2ccccc2c2c(C(=O)N3CCN(c4ccc(F)cc4)CC3)cn(C3CCCCC3)c(=O)c21,-23%,x,-1%,-24%,x,-4%,-6%,x
O=C(NCCO)c1ccc(Cl)c(Cl)c1,4%,-17%,-2%,0%,x,-3%,-8%,2%
COc1cccc(CNC(=O)CN(c2ccc(C(C)C)cc2)S(=O)(=O)c2c(C)n[nH]c2C)c1,-27%,x,1%,-12%,x,-1%,0%,x
COc1cc2c(cc1OC)C(SC)=NC(C)(C)C2,-13%,2%,0%,u,-2%,-13%,-17%,-2%
CCc1ccc(-c2nn(-c3ccccc3)cc2C2SCC(=O)N2Cc2ccco2)cc1 (stereo unspecified),-21%,7%,0%,-14%,x,-1%,u,-13%
Cc1ccc(C)c(NS(=O)(=O)c2ccc3c4c(cccc24)C(=O)N3)c1,u,x,-14%,u,x,-4%,-19%,x
CCOc1cc(NC(=S)NCC2CCCO2)c(OCC)cc1NC(=O)c1cccc(C)c1 (stereo unspecified),-30%,-1%,-2%,-14%,-3%,7%,15%,-10%
CC(=O)Nc1ccc(S(=O)(=O)N2CCN(C(=O)N3CCCCCC3)CC2)cc1,-2%,2%,-1%,2%,1%,9%,-1%,4%
C[n+]1ccc(/C=C/c2cccs2)cc1,-12%,4%,-2%,-4%,-7%,8%,-8%,x
COCCCNC(=O)c1sc2ncccc2c1-n1cccc1,5%,x,2%,10%,x,10%,1%,x

# As a short view, 2 of the compounds above.
compound,Tau fluor cs,aGal spleen mod,TexasRed fluor,Tau fibril ThT,L3MBTL1 inh,TRb SRC2 PPI,Tau FP inhib,ALDH1A1 inh
C[n+]1ccc(/C=C/c2cccs2)cc1,-12%,4%,-2%,-4%,-7%,8%,-8%,x
COCCCNC(=O)c1sc2ncccc2c1-n1cccc1,5%,x,2%,10%,x,10%,1%,x

# Further structures
compound,Tau fluor cs,aGal spleen mod,TexasRed fluor,Tau fibril ThT,L3MBTL1 inh,TRb SRC2 PPI,Tau FP inhib,ALDH1A1 inh
COCC(C)NC(=O)C1CC(=O)N(c2ccc(C)cc2)C1 (stereo unspecified),11%,4%,-3%,4%,0%,0%,-5%,2%
CC(=O)Nc1ccc(CN2CCN(Cc3ccc(C)cc3)C(CCO)C2)cc1 (stereo unspecified),-7%,7%,-2%,-7%,20%,-5%,-1%,13%
CCCCC(=O)Nc1ccccc1C#N,-21%,-4%,-4%,-15%,-4%,-3%,-3%,7%
CN(Cc1ccno1)C(=O)CC1C(=O)NCCN1CC(c1ccccc1)c1ccccc1 (stereo unspecified),2%,-1%,-4%,-9%,-10%,-7%,-5%,u
CC(C)c1ccc2c(c1)C(=O)NC(C)(C)C2,4%,1%,-4%,-5%,-1%,1%,7%,-5%
CN(C(=O)CCN1C(=O)C2C3C=CC(C3)C2C1=O)c1ccccc1 (stereo unspecified),-3%,-3%,-2%,-1%,-3%,5%,0%,0%
CC1(C)C(=O)C2(CCCCC2)C(=O)OC1c1ccc(O)cc1 (stereo unspecified),-11%,-4%,-9%,-4%,1%,1%,-1%,3%
CCn1c(/C=N/NC(=O)c2ccc(OC)cc2)nc2ccccc21,0%,0%,0%,u,-5%,-3%,3%,u
O=C(NCC1CCCO1)Nc1ccc2c(c1)OCO2 (stereo unspecified),-2%,6%,4%,-8%,-7%,5%,-4%,-2%
CC(C)C(=O)NCCc1nc2ccccc2n1CCOc1ccccc1,-3%,7%,0%,1%,2%,12%,-5%,-4%
Cc1cc2ccccc2n1CCNC(=O)C(C)Oc1ccccc1 (stereo unspecified),-6%,2%,u,u,-1%,50µM*,u,u
O=C1N=C(c2ccccc2)S/C1=C\c1cccs1,u,2%,-1%,7.9µM*,x,6%,u,3.5µM*
COc1ccc(C2=C(Nc3ccc(Br)c(C)c3)c3ccccc3C2=O)cc1,4µM*[quencher],x,1%,u,x,-6%,6%,x
COc1ccc(CNc2nc3nc(C)c(Cl)c(C)n3n2)cc1,-5%,0%,-1%,-1%,5%,1%,0%,x
O=C(NC1CCCc2ccccc21)c1cn2ccccc2n1 (stereo unspecified),8%,10%,1%,3%,4%,11%,2%,u

# (more compounds)
compound,Tau fluor cs,aGal spleen mod,TexasRed fluor,Tau fibril ThT,L3MBTL1 inh,TRb SRC2 PPI,Tau FP inhib,ALDH1A1 inh
COc1ccc(/C=N/N2CCOCC2)cc1Cn1nc(C)c([N+](=O)[O-])c1C,-16%,-2%,2%,-16%,-11%,-5%,-6%,x
COc1ccccc1/C=C/C=N/NC(=O)c1cnccn1,-3%,-1%,-2%,-16%,-1%,-7%,3%,1%
Cc1cc(C)cc(NC(=O)COc2ccc3c(C)c(Cc4ccccc4)c(=O)oc3c2)c1,-5%,-4%,2%,10%,9%,5%,-14%,u
COc1ccc(Br)cc1C1NC(=O)NC(C)=C1C(=O)N(C)C (stereo unspecified),2%,-17%,-1%,0%,x,4%,12%,1%
Cc1cc(C(=O)CSc2nnc(-c3ccc(Cl)cc3)n2C)c(C)n1CC1CCCO1 (stereo unspecified),-8%,-12%,-2%,-10%,-3%,-2%,1%,-5%
Cc1cccc(C(=O)NC(C(=O)Nc2ccccc2N2CCOCC2)C(C)C)c1 (stereo unspecified),-9%,5%,2%,-6%,6%,-2%,5%,2%
O=C1CSC(c2cccnc2)N1Cc1ccc(Cl)c(Cl)c1 (stereo unspecified),u,33%,1%,x,x,-9%,-6%,x
Cc1nn(-c2ccc(Cl)cc2Cl)c(C)c1C(=O)O,1%,3%,0%,5%,13%,1%,-11%,5%
Cc1nc(Sc2ccccc2)c(C#N)c(C)c1[N+](=O)[O-],u,5%,-2%,u,-24%,0%,-8%,4%
CN(C)S(=O)(=O)c1cc(NC(=O)CN2C(=O)NC3(CCCc4ccccc43)C2=O)ccc1Cl (stereo unspecified),u,-4%,-7%,-15%,10%,-10%,-8%,13µM*
CC(=O)Nc1cccc(NC(=O)CSc2cn(CC(=O)N3CCCCCC3)c3ccccc23)c1,-10%,x,-2%,-11%,x,-2%,0%,x
Cc1ccc(Cl)cc1N1CCN(C(=O)C2CCN(S(=O)(=O)c3c(C)noc3/C=C/c3ccccc3F)CC2)CC1,0%,x,0%,6%,x,0%,-10%,x
CC1CCc2nn(CC(=O)NCCCN3CCCCC3)cc2C1 (stereo unspecified),-4%,-6%,3%,-8%,x,13%,-2%,2%
Cc1ccc(OCC(=O)NCC(=O)OCc2cc(=O)n3nc(CC(C)C)sc3n2)cc1,0%,x,2%,-7%,x,-4%,1%,x
COc1ccc(C)cc1NC(=O)C(CCS(C)(=O)=O)NC(C)=O (stereo unspecified),-5%,0%,1%,-12%,4%,6%,-4%,-2%

# Next records.
compound,Tau fluor cs,aGal spleen mod,TexasRed fluor,Tau fibril ThT,L3MBTL1 inh,TRb SRC2 PPI,Tau FP inhib,ALDH1A1 inh
O=C(O)/C=C/C(=O)Nc1ccc(OC(F)(F)F)cc1,-7%,-9%,-6%,-6%,-1%,-4%,2%,x
Cc1ccc(CN2CCC(CNC(=O)Nc3ccc(Cl)cc3)C2)cc1 (stereo unspecified),-26%,x,0%,9%,x,-11%,-12%,x
Cc1cc(OCC(=O)Nc2ccc(-c3nc4cc(Cl)ccc4o3)cc2)cc(C)c1Cl,-7%,x,u,u,x,-1%,-8%,x
O=C1OCC2=C1C(c1ccc(Cl)cc1)CC(=O)N2c1ccc(F)cc1 (stereo unspecified),-11%,6%,-1%,-9%,-4%,0%,-9%,12%
O=c1cc(CSc2nnc(-c3cccs3)n2Cc2ccccc2)nc2sc3ccccc3n12,-13%,-7%,-18%,u,u,2%,6%,7.9µM*
CC(=O)N1CCCc2cc(S(=O)(=O)N3CCN(c4ccccn4)CC3)ccc21,-6%,1%,2%,-7%,x,7%,7%,u
CCOC(=O)CN1C(=O)N[C@@H](c2ccccc2)[C@H](C(C)=O)[C@H]1C,2%[11.6 µM],4%[17.5 µM],0%[11.2 µM],2%[11.5 µM],x,-3%[11.2 µM],-2%[11.6 µM],20%[13.5 µM]
COC(=O)Nc1ccc([N+](=O)[O-])cc1OC,-3%,-2%,-3%,-1%,7%,-6%,-6%,-3%
O=C(CSc1nc2ccccc2c(=O)n1-c1ccccc1F)Nc1ccc2c(c1)CCC2,-25%,4%,-1%,-7%,-3%,11%,u,-13%
Cc1ccc(-c2nc(CSc3nc4ccccc4c(=O)n3C)cs2)cc1,-9%,0%,-1%,u,6%,-8%,-3%,u
CCOCc1cnc(C)nc1NCC(=O)c1c(C)[nH]c2ccccc12,0%,-2%,1%,6%,-1%,-5%,-8%,0%
O=C(CSc1nnc(-c2ccccc2F)o1)Nc1ccccc1Cl,-14%,x,13%,-5%,x,2%,-6%,x
Cc1noc(C)c1S(=O)(=O)N1CCC(C(=O)N2CCC(N3CCCCC3)CC2)CC1,3%,2%,-3%,7%,-14%,5%,5%,-3%
COc1cc(C2c3c(oc4ccccc4c3=O)C(=O)N2Cc2ccco2)ccc1O (stereo unspecified),-10%,5%,0%,-15%,-6%,-1%,-12%,u

# High-throughput results deposited in PubChem BioAssay by National Center for Advancing Translational Sciences (NCATS).
